# Pol kappa inh: qHTS for Inhibitors of Polymerase Kappa. purified Pol kappa, fluorescent DNA synthesis assay, 10 min. Potency, µM (series often up to 107 µM), without a hit: at the top dose activity, negative = inhibition, usual class: inhibitors. 400,000 tested, 0.53% active. AID 588579, 2011; note: potency is the fitted concentration of half-maximal effect; % is set by controls: 0 for no effect and ±100 for the full control effect
# Target sequence (Q9UBT6 whole entry, looked up): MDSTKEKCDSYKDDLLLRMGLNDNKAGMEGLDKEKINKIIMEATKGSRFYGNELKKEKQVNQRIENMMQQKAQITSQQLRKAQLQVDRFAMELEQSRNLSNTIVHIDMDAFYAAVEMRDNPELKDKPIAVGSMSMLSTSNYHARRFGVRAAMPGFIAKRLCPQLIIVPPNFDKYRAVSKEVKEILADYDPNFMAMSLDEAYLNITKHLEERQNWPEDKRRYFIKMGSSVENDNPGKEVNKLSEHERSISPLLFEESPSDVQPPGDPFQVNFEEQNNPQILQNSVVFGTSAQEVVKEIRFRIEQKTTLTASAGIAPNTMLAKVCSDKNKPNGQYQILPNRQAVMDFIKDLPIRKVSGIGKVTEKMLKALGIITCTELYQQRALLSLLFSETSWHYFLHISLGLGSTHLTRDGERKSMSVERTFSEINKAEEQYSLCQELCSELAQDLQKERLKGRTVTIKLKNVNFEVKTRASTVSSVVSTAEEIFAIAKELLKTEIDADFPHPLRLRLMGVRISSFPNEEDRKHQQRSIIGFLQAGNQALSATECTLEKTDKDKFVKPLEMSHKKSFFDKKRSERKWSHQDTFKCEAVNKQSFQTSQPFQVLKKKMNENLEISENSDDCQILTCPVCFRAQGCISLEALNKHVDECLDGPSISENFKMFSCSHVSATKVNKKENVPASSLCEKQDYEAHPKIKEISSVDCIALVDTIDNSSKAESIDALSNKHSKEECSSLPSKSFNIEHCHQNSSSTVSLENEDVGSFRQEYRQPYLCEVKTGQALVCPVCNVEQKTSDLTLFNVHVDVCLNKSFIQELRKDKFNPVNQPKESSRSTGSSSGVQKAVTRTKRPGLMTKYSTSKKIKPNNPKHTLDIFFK
#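 Kinetic fluorescence readout at 0 and 10 min followed reaction start with substrate at 50 nM final. Beforehand, enzyme (10 nM Pol kappa) stood 15 min with compound at room temperature; buffer-only wells were negative controls.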
# Apoferritin bind: qHTS Assay for Identification of Novel General Anesthetics | Ferritin light chain (Equus caballus), P02791 | apoferritin/1-aminoanthracene competitive binding, fluorescence | Potency, µM (top dose mostly 77.5 µM), for the others: at the highest dose activity change, negative = displacement, hits mostly inhibitors | 350,000 tested, 0.074% active; note: potency is the fitted concentration of half-maximal effect; % is set by controls: 0 for no effect and ±100 for the full control effect; nearly all actives have a fitted effect of over 20% in size
# Target sequence (P02791 2-175 limits assumed): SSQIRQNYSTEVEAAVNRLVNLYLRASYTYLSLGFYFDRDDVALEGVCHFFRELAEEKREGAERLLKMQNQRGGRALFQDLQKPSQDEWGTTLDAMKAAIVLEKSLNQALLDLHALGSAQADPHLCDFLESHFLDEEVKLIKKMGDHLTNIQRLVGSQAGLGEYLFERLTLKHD
#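 Apoferritin-based anesthetic binding model; compound displacement of fluorescent 1-AMA measured as endpoint fluorescence after 10 minutes at room temperature, scaled to free-ligand and complex controls.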
# POLB inh: qHTS Assay for Inhibitors of DNA Polymerase Beta; P06746; Pol beta primer extension/strand displacement, fluorescence kinetic; Potency, µM (series often up to 114 µM), for the others: top-dose activity change, negative = inhibition, usual class: inhibitors; 340,000 tested, 1.3% active; AID 485314, 2010; note: potency is the fitted concentration of half-maximal effect; % is set by controls: 0 for no effect and ±100 for the full control effect
#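 Pol beta (10 nM) was preincubated with compound for 15 min at room temperature. The reaction was then started with 50 nM substrate and read immediately and after a further 10 min at room temperature.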
# APEX1 inh: qHTS Assay for Inhibitors of the Human Apurinic/apyrimidinic Endonuclease 1 (APE1) | DNA repair nuclease/redox regulator APEX1 (Homo sapiens), P27695 | 350,000 tested, 0.35% active | Potency, µM (series often up to 65.8 µM), without a hit: top-dose activity change, negative = inhibition, hits mostly inhibitors | recombinant APE1, TAMRA/BHQ-2 abasic DNA cleavage fluorescence;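 note: potency is the fitted concentration of half-maximal effect; plate controls were vehicle for no effect and reference inhibitor for full effect; nearly all actives have a fitted effect of over 55% in size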
#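 Step 1: APE1 (0.75 nM) with compound, 15 min RT. Step 2: add 50 nM fluorophore/quencher THF duplex. Step 3: three fluorescence reads 60 s apart (525/598 nm); read 3 minus read 1 = reaction progress.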
# POLH inh: qHTS for Inhibitors of Polymerase Eta; Potency, µM (titrated, usually from 114 µM), inactives show top-dose activity change, negative = inhibition, most hits filed as inhibitors; recombinant Pol eta, fluorescent DNA replication assay; 390,000 tested, 1.2% active; AID 588591, 2011; note: potency is the fitted concentration of half-maximal effect; % is set by controls: 0 for no effect and ±100 for the full control effect
#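 Fluorescent replication assay: 50 nM final substrate added after a 15 min room-temperature compound preincubation with 10 nM enzyme. Signal taken at 0 min and again at 10 min.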
# LDHA inh: qHTS assay for inhibitors of human lactate dehydrogenase; L-lactate dehydrogenase A chain (Homo sapiens), P00338; purified LDHA, NADH/diaphorase-resazurin fluorescence; hits give low values; activity change, % (values are at about 110 or 230 µM); 480,000 tested, 0.15% active; AID 1347041, 2019; in the data active = activity change below about -30%; inconclusive = mostly about -25% to -30%;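 note: plate controls were DMSO wells for no effect and wells without enzyme for full effect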
#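 Remaining NADH was detected by diaphorase (0.133 mg/mL) converting 37 µM resazurin to fluorescent resorufin, read at 0 and 20 minutes. The preceding 5-minute room-temperature reaction used 2 nM LDHA, 0.2 mM sodium pyruvate and 0.06 mM NADH at pH 7.4.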
# POLI inh: qHTS for Inhibitors of Polymerase Iota. DNA polymerase iota (Homo sapiens), Q9UNA4. Pol iota fluorescent replication assay, 10 min. Potency, µM (titrated, usually from 115 µM), for the others: top-dose activity, negative = inhibition, hits mostly inhibitors. 390,000 tested, 1% active; note: potency is the fitted concentration of half-maximal effect
#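 Pol iota at 10 nM preincubated 15 min with compounds at room temperature; reaction started with fluorescent substrate, 50 nM final. Fluorescence read kinetically at 0 and 10 min; buffer-only wells as negative control.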
# GRP78 ERSR act: qHTS for Inducers of the Endoplasmic Reticulum Stress Response (ERSR) in Human Glioma: qHTS; U87-MG GRP78 promoter luciferase reporter, 16 h; Potency, µM, without a hit: at the top dose activation, actives largely listed as activators; 420,000 tested, 0.02% active; note: potency is the fitted concentration of half-maximal effect; series mostly up to about 76 µM; % of control where 0% means no effect; nearly all actives have a fitted effect of over 35% in size
#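 ERSR induction read as luciferase luminescence (Bright-Glo, 10 min at room temperature) in stably transfected human U87-MG glioma cells exposed to compounds for 16 h, using GRP78 as sensor.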
# BLM inh: qHTS Assay for Inhibitors of Bloom's syndrome helicase (BLM); Potency, µM (titrated, usually from 56.1 µM), for inactives: at the highest dose activity change, negative = inhibition, hits mostly inhibitors; AID 2528, 2010; RecQ-like DNA helicase BLM (Homo sapiens), P54132; recombinant BLM DNA unwinding, fluorescence dequenching; 350,000 tested, 0.2% active;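 note: potency is the fitted concentration of half-maximal effect; plate controls were vehicle for no effect and no enzyme for full effect; nearly all actives have a fitted effect of over 35% in size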
# The depositor's hits bear a star; ? = inconclusive; . = no result given; & = joins results of further samples; [ ] = remark or other dose. Unless noted, calls come from the whole dose curve; as a rule, active = well fitted curve in the direction sought with a large enough effect; inconclusive = small, poorly fitted or top-dose-only effect, or another doubt; inactive = no such curve, though single readings can be large; an effect the other way counts as inactive or inconclusive. Only part of the results is shown (hit frequency here may not be typical).
Pol kappa inh	Apoferritin bind	POLB inh	APEX1 inh	POLH inh	LDHA inh	POLI inh	GRP78 ERSR act	BLM inh	Molecule
-3%&-2%	.	.	.	-15%	-2&1	9%&25%	-3%&2%	.	COc1cc(OC)c(OC)cc1/C=C/c1ccnc2ccccc12
-12%	?	0%	-6%	?	11	2%	-4%	-3%	Cc1c(NC(=O)C(=O)/C=C(\O)c2ccc(Br)cc2)c(=O)n(-c2ccccc2)n1C
-2%	-2%	3%	3%	9%	-4	0%	-2%	0%	CC1CCCC(C)N1S(=O)(=O)c1ccc(S(=O)(=O)NCCc2ccncc2)cc1 (stereo unspecified)
2%	6%	5%	16%	-6%	0	-3%	-3%	-9%	COc1ccc(-c2cnc(N)nc2-c2ccc(OC)cc2)cc1
-9%	.	.	-16%	-12%	0	0%	2%	.	COc1cc2sc3cc(NCc4ccc5c(c4)OCO5)ccc3c(=O)c2cc1OC
-11%	0%	42%	22%	9%	-4	129%[activator]	1%	-2%	CN(Cc1ccccc1)C(=O)c1cccnc1
1%	.	.	.	.	-11	-6%	0%	.	O=C1CCCC2=C1C(c1ccc(Cl)cc1)N=C(Nc1nc3ccccc3o1)N2 (stereo unspecified)
2%	?	-1%	0%	9%	-2	18%	-4%	-1%	COc1cc(S(=O)(=O)N2CCCCCC2)ccc1-n1cnnn1
-3%	0%	4%	4%	-14%	-1	16%	-2%	0%	CCCCn1c(N)c(N(CC(C)C)C(=O)c2cc(C)oc2C)c(=O)[nH]c1=O
-8%	-4%	-12%	5%	-10%	-2	158%[activator]	-4%	-2%	O=C(CSCc1ccc([N+](=O)[O-])cc1)N/N=C/c1cccnc1
?	-16%	-1%	18%	2%	5	-23%	-5%	2%	CCC(=O)N1CCc2cc(S(=O)(=O)NCCC(=O)N3CCN(c4cccc(OC)c4)CC3)ccc21
-2%[60.1 µM]	-13%	4%	.	-4%	-3	22%	0%	1%	CCOc1ccc(N2CC(NC(=O)C3CCCCC3)CC2=O)cc1 (stereo unspecified)

# Structural class: those above containing a carbonyl joined to an NH by a bond outside any ring (three)
Pol kappa inh	Apoferritin bind	POLB inh	APEX1 inh	POLH inh	LDHA inh	POLI inh	GRP78 ERSR act	BLM inh	Molecule
-12%	?	0%	-6%	?	11	2%	-4%	-3%	Cc1c(NC(=O)C(=O)/C=C(\O)c2ccc(Br)cc2)c(=O)n(-c2ccccc2)n1C
-8%	-4%	-12%	5%	-10%	-2	158%[activator]	-4%	-2%	O=C(CSCc1ccc([N+](=O)[O-])cc1)N/N=C/c1cccnc1
-2%[60.1 µM]	-13%	4%	.	-4%	-3	22%	0%	1%	CCOc1ccc(N2CC(NC(=O)C3CCCCC3)CC2=O)cc1 (stereo unspecified)

# Following part:
Pol kappa inh	Apoferritin bind	POLB inh	APEX1 inh	POLH inh	LDHA inh	POLI inh	GRP78 ERSR act	BLM inh	Molecule
-7%	?	-14%	-12%	-8%	12	-2%	11%	-22%	Oc1ccc(N=Nc2c(O)ccc3ccccc23)cc1
1%	4%	18%	0%	-11%	-6	-1%	-3%	-13%	CCC/C=N/NC(=O)c1[nH]c2c([N+](=O)[O-])cccc2c1C
0%	-4%	-1%	5%	2%	-10	140%[activator]	-3%	-3%	CC1CN(/C=C/C=O)C(C)CC1OC(=O)c1ccccc1 (stereo unspecified)
0%	-15%	47%	11%	7%	-3	10%	-4%	-2%	O=C(OCCN1C(=O)c2ccccc2C1=O)c1cccs1
-4%	-5%	-26%	?	-5%	5	?	-2%	-5%	C#Cc1ccc([C@@H]2C=C(C(=O)N3CCN(Cc4ccc5c(c4)OCO5)CC3)O[C@H](OCCCCO)C2)cc1
-8%	-1%	7%	3%	-20%	-5	18%	-3%	-5%	COc1ccc(CC(NC(C)=O)C(=O)N2CCN(C(=O)Nc3cccc(F)c3)CC2)cc1OC (stereo unspecified)
-9%	1%	2%	-7%	-11%	-1	14%	-6%	3%	Cc1cc(C)n2nc(CNS(=O)(=O)c3ccc([N+](=O)[O-])cc3)nc2n1
-5%	-10%	13%	-1%	-24%	-5	115%[activator]	-1%	0%	CCc1c(C)nc2ncnn2c1NCCc1ccc(Cl)cc1
-1%	-10%	3%	0%	-5%	-9	201%[activator]	5%	-5%	Cc1ccc(NC(=O)Cn2nnc3ccccc3c2=O)cc1
-5%	.	.	.	.	-2	20%	-1%	.	CCCCNC(=O)Cn1c(SCc2cccc(C)c2)nc2ccncc21
-8%	2%	7%	2%	-8%	-17	7%	-2%	-2%	CCc1ccc(-c2n[nH]c(=O)c3ccccc23)cc1
4%	-24%	0%	47%[activator]	-16%	-8	37%[activator]	4%	-3%	O=C(NCc1ccccn1)Nc1cc(Cl)cc(Cl)c1
-7%	.	.	-16%	-13%	3	?	3%	.	O=C(COc1ccccc1Cl)N1N=C(c2cccs2)CC1c1ccco1 (stereo unspecified)
5%	5%	-1%	1%	-11%	-8	89%[activator]	-9%	-3%	CN1CCN(c2ccc(NC(=O)CN3CCOCC3)cc2F)CC1
-9%	-15%	10%	10%	0%	-11	11%	-1%	-2%	CCC(C(=O)OC)n1cnc2c(nnn2-c2ccccc2)c1=O (stereo unspecified)
-3%	-17%	-1%	2%	-5%	-4	15%	2%	-4%	Cc1cc2ccccc2nc1SCC(=O)N1c2ccccc2CC1C (stereo unspecified)
1%	-13%	17%	1%	-10%	4	-7%	-1%	2%	Nc1nc2ccccc2nc1N1CCCC1
-14%&1%	-12%&-4%	-11%&49%	-3%	-18%&-6%	-6&7	-9%&-13%	-3%&-6%	44%&2%[activator]	CCCN(CCC)CCCNC(=O)c1cc2c(=O)[nH]c3ccccc3c2n1C
13%	-4%	-8%	-3%	-12%	-1	-2%	-4%	4%	CCSc1nnc(Cn2c(=O)sc3ccccc32)n1-c1ccccc1C
5%	-1%	-15%	18%[12.4 µM]	-19%	2	-4%	3%	-1%	NS(=O)(=O)c1ccc2nc(NC(=O)Nc3ccccc3F)sc2c1
16%	-8%	31%	-3%	-15%	2	-7%	-6%	-4%	Cc1ccc(C(=O)OC(C)C(=O)NC2CCCCC2C)cc1S(=O)(=O)N1CCCCC1 (stereo unspecified)
-6%	-1%	26%	4%	-9%	-1	5%	6%	1%	CCC(=O)Nc1ccc2ccccc2c1
-11%	56%[activator]	3%	11%	1%	0	-5%	0%	-5%	O=c1c2cc(N3CCOCC3)ccc2[nH]c(=S)n1CCCN1CCCCCC1
?	.	.	-1%	.	.	.	-5%	-4%	O=c1c(-c2cccs2)nc2cnc(Oc3cccc(Cl)c3)nc2n1C1CC1
-26%	-2%	17%	.	-12%	-2	?	1%	-1%	Cc1ccc2[nH]c(=O)c3cc(C(=O)NC4CCC(C)CC4)sc3c2c1 (stereo unspecified)
-10%	2%	0%	1%	-19%	-2	-6%	-2%	-8%	Cc1ccccc1CN1C(=O)CSc2ccc(C(=O)N3CCOCC3)cc21
-18%	-3%	-10%	37%	-6%	-6	-22%	0%	-3%	CC(C)Oc1ccc(C(=O)NCCCNC(=O)c2ccccn2)cc1
?	-9%	18µM*	-9%	25µM*	-7	16µM*	2%	-19%	COc1ccc(/C=C/C(=O)NC(=S)Nc2cc([N+](=O)[O-])ccc2O)cc1OC
-20%	.	.	28%	3%	-6	9%	-1%	.	COc1ccc(S(=O)(=O)N2CCOCC2)cc1NC(=O)CSc1nnc(C2CC2)n1C
-7%	-12%	-3%	-2%	5%	-2	11%	-4%	-5%	O=C(CC1OC(=O)c2ccccc21)Nc1ccccc1N1CCOCC1 (stereo unspecified)
0%[60.1 µM]	0%	0%	.	-16%	-4	0%	-3%	2%	CCOc1ccc(C2C(C(=O)Nc3ccc(OC)cc3)=C(C)Nc3nc(CCCO)nn32)cc1 (stereo unspecified)
-4%	-9%	21%	-4%	-9%	-4	-7%	-5%	-1%	COc1cccc(CC2(CO)CCCN(Cc3ccc(CO)o3)C2)c1 (stereo unspecified)
-5%	0%	-1%[57.1 µM]	18%	-11%	0	11%	-6%	3%	CCCCN(C(=O)CN1CC(C)OC(C)C1)c1c(N)n(CC(C)C)c(=O)[nH]c1=O (stereo unspecified)
-4%	-8%	85%	-2%	-3%	-6	16%	-2%	-1%	COC(=O)c1ccc(C2/C(=C(\O)c3cccc(OC)c3)C(=O)C(=O)N2CCCN(C)C)cc1 (stereo unspecified)
-14%	-8%	51%	-4%	-10%	-1	12%	-1%	-1%	CCCNc1nc2c(c(=O)n(C)c(=O)n2C)n1Cc1cccc(C)c1
-4%	.	.	29%	-20%	-3	12%	-3%	.	Cc1cc(NC(=O)COC(=O)CCNS(=O)(=O)c2ccccc2)n(-c2ccccc2)n1
0%	.	.	19%	-13%	-4	39%[activator]	-4%	.	CCOC(=O)c1c(C)[nH]c(C(=O)OCC(=O)NCCc2ccc(OCC)c(OCC)c2)c1C
-6%	5%	7%	13%	-4%	-5	-4%	-5%	3%	COc1ccc(CCNC(=O)CCN2C(=O)C3CC=CCC3C2=O)cc1OC (stereo unspecified)
-1%[60.1 µM]	-7%	18%	.	-1%	-11	1%	-3%	-1%	CCC(=O)NNc1ncnc2c1cnn2-c1ccc(C)c(Cl)c1
-2%	-3%	-22%	5%	-1%	-2	12%	-3%	2%	CC(CC(=O)Nc1ccncc1)c1ccccc1 (stereo unspecified)
-12%	-17%	1%	0%	-22%	-1	1%	-7%	0%	CCCCn1c(SCC2CCCO2)nc2cc(S(N)(=O)=O)ccc21 (stereo unspecified)
11%	-6%	-4%	.	-12%	-1	26%	-5%	0%	CCOC(=O)c1c(NC(=O)c2cc(=O)c3c(C)cc(C)cc3o2)sc(C)c1C
-7%	-6%	13%	.	-22%	-5	-3%	-2%	-4%	CCc1ccccc1N(C)C(=O)c1cc2c(=O)oc3ccccc3c2s1

# Bioassay records deposited in PubChem by National Center for Advancing Translational Sciences (NCATS).
